Compound activity: PubChem, several laboratories
AI-2 QS modul = Vibrio harveyi AI-2 quorum sensing modulators, primary screen, JMH597 strain, luminescence/OD600 ratio; Vibrio harveyi JMH597 AI-2 luminescence/OD600 ratio, 9 h; active compounds read low; strain lacks LuxN and CqsS sensors; 0 = neutral-control median; activity change, % at 7.5 µM; 0.4% of 300,000 active; AID 2094, 2009; in the data active = activity change below about -75%, passing the limit was not always enough; inconclusive = no clear call, values can overlap the other calls;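 note: luminescence divided by OD600 gain over 9 h not by final OD600 alone; inactives centre near 13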
HSF1 activator = HSF-1 activators, primary screen, NIH3T3-HGL cells, MG132 stress, luminescence, single point; NIH3T3-HGL HSF-1 luciferase reporter, 8 h; 100% = twice DMSO control signal; activation, % at 9 µM; 1.7% of 300,000 active; AID 504408, 2011;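 active = mean replicate activation of at least 50% with a set share of replicates each reaching 50%; inconclusive = only one of those two conditions met; inactive = mean below 50% and too few replicates reaching it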;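 note: 0% = median of the neutral control wells and 100% = twice that signal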
GSK3B inh = human GSK3beta kinase inhibitors, primary screen, biochemical, cell-free homogeneous, HTS; Glycogen synthase kinase-3 beta (Homo sapiens), P49841; GST-GSK3beta kinase, ADP-Glo luminescence, 60 min; active compounds read low; activity score (negative = inhibition), % at 10 µM; 0.038% of 300,000 active; AID 2097, 2009;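 active = more than half of replicate wells score below -50%, meaning over 50% inhibition versus plate controls; inconclusive = some replicates but at most half score below -50%; inactive = no replicate scores below -50%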;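 note: 0% = median DMSO wells and -100% = median GW8510 positive control wells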
Target sequence (P49841 whole entry, looked up): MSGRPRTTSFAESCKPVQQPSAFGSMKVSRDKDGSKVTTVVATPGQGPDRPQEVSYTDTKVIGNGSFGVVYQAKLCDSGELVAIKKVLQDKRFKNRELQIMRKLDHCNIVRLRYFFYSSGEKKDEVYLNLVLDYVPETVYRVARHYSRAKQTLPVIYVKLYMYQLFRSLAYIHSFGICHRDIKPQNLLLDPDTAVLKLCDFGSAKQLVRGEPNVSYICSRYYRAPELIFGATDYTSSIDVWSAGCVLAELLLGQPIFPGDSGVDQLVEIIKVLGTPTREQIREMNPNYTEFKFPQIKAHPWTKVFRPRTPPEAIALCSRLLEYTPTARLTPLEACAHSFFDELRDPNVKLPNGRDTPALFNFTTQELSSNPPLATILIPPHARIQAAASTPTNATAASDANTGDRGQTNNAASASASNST
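test system = GST-tagged human GSK3beta kinase, cell-free | reagent = 25 µM ATP with peptide substrate | dosing = one dose of 10 µM per compound | schedule = 60 min reaction, RT | detection = luminescent ADP-Glo measurement of ADP formed | control set = DMSO neutral wells and GW8510 at 20 µM as positive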
PolyA inh = polyadenylation inhibitors in yeast reporter cells, primary screen, luminescence, S. cerevisiae. 0.02% of 300,000 active. calls only at 12 µM. S. cerevisiae SKY197-pL101 polyadenylation reporter, beta-gal luminescence; efflux-impaired pdr1/pdr3 knockout yeast; score 100 = 6 SD above DMSO. AID 1875, 2009;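 active = lowest replicate activity score at least 50, where 100 means six control SD above control mean; inconclusive = lowest score under 50 but half or more replicates reach 50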;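 note: yeast exposed to compound for 9 h at 30 °C; higher score means more reporter readthrough which indicates perturbed polyadenylation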
HSP90 inh = HSP90 inhibitors, primary screen, cell lysate, luminescence. Rabbit reticulocyte lysate, luciferase refolding luminescence, 3 h. AID 1789, 2009. Heat shock protein HSP 90 (rabbit reticulocyte lysate; luciferase refolding). inhibition, % at 5.6 µM. 0.91% of 290,000 active;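 active = inhibition above the screen-wide mean plus 3 SD, computed separately per campaign, cut at about 16% in these data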;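 note: 0% = DMSO wells and 100% = 60 µM geldanamycin wells; inhibitors lower the luminescence because luciferase stays unfolded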
Platelet DG rel = inhibitors of platelet dense granule secretion, primary screen, cell-based, MLPCN, human platelets | human platelet-rich plasma, SFLLRN dense granule ATP release, luminescence | inhibition, %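 (compounds screened at 7.5 µM in platelet-rich plasma)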 | 0.22% of 300,000 active;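 active = mean replicate score, as percent of positive control, at or above 50; inconclusive = mean below 50 but at least one replicate at or above 50; inactive = mean and every replicate below 50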
HDAC3 inhib = HDAC3 deacetylase inhibitors, primary screen, biochemical, fluorescence, cell-free homogeneous; Histone deacetylase 3 (Homo sapiens), O15379; recombinant HDAC3, fluorogenic peptide/trypsin coupled; inhibition, % at 8.3 µM; 0.15% of 320,000 active; AID 2718, 2010; in the data active = inhibition above about 26%, passing the limit was not always enough; inconclusive = no clear call, values can overlap the other calls
Target sequence (O15379 whole entry, looked up): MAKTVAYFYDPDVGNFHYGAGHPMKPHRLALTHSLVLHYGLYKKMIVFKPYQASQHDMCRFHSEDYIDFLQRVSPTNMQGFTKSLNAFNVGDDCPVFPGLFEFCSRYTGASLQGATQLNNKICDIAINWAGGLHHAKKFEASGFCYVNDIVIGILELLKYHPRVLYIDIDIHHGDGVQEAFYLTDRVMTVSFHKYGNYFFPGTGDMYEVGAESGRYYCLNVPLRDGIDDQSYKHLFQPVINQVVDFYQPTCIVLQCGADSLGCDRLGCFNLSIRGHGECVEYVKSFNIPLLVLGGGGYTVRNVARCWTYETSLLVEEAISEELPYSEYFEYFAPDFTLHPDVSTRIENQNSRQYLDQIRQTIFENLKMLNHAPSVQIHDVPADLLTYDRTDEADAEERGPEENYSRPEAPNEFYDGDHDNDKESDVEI
DYRK1A inh = rat Dyrk1A kinase inhibitors, primary screen, biochemical, single point, plate reader; Dual specificity tyrosine-phosphorylation-regulated kinase 1A (Rattus norvegicus), Q63470; ADP-Glo luminescence, NFATc1 peptide; inhibition, % at 12.5 µM; 0.43% of 310,000 active; in the data active = inhibition above about 50%;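 note: plate controls were vehicle with enzyme for no effect and no enzyme for full effect; many of its hits are not listed in these tables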
HSF1 inhib = HSF1 inhibitors in luciferase reporter cells, primary screen, cell-based, NIH3T3, luminescence. AID 2098, 2009. 0.77% of 300,000 active. NIH3T3-HGL HSE-luciferase, MG132-induced, luminescence 8 h; active compounds read low. activity change, negative = inhibition, % at 7.5 µM (by protocol);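 active = more than half of replicate wells show activity change below -50%, luminescence cut by over half; inconclusive = some wells, but at most half, below -50%; inactive = no replicate well below -50%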;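 note: luciferase reports HSF-1 transcriptional activity via heat shock element; 0% = median of DMSO wells and -100% = zero luminescence signal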
GSK3 alpha inh = blockers of GSK3A enzyme activity – biochemical, luminescence, cell-free homogeneous, HTS, primary screen. GSK-3 alpha kinase, ADP-Glo luminescence, 60 min. inhibition, % at 10 µM. 0.1% of 320,000 active;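 in the data active = inhibition above about 50%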;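 note: GST-tagged GSK-3 alpha with peptide substrate and 25 µM ATP; 0% = DMSO neutral wells and 100% = GW8510 positive control wells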
* = called active by the depositor; i = inactive; ? = inconclusive; · = no result given.

nr	SMILES	AI-2 QS modul	HSF1 activator	GSK3B inh	PolyA inh	HSP90 inh	Platelet DG rel	HDAC3 inhib	DYRK1A inh	HSF1 inhib	GSK3 alpha inh
1	COc1ccc(OCc2n(CC(=O)OC3CC(C)CCC3C(C)C)c3ccccc3[n+]2C)cc1 (stereo not given)	38	6	3	i	5	-2	5	16	0	16
2	COc1ccc(N(C(=O)c2ccc3c(c2)OCO3)C2C=CS(=O)(=O)C2)c(OC)c1 (stereo not given)	5	-1	3	i	-3	-12	-1	4	1	0
3	CCN1CCN(CCOc2ccc(Cl)cc2)CC1	24	-10	-4	i	2	2	0	1	4	2
4	CN(C)S(=O)(=O)c1ccc(NC(=O)C2CC(=O)N(Cc3ccccc3)C2)cc1 (stereo not given)	-60	-1	0	i	-2	-4	5	0	1	0
5	Fc1cccc(NC(=S)N2CCCCC2)c1	10	6	-4	i	0	-3	2	-11	6	-1
6	Cc1cc(Cl)c(OCCOCCN2CCCCC2)c(Br)c1	-4	-10	-2	i	3	16	·	1	-2	·
7	Cc1ccc(C(=O)C2CCN(CC(=O)N3CCN(c4ccc(F)cc4)CC3)CC2)cc1	35	1	2	·	1	0	3	2	-4	-13
8	CC1(c2nnc(-c3cccc(Cl)c3)o2)CC(c2ccc(Cl)cc2)=NO1 (stereo not given)	-8	11	0	i	·	1	2	0	3	-3
9	O=C(Cn1nc2n(c1=O)-c1ccccc1SC2)N/N=C/c1ccncc1	11	-15	-5	i	-4	-2	-1	0	-1	4
10	CCOC(=O)CSc1nc2ccccc2c(=O)n1Cc1ccco1	13	11	-3	i	8	11	0	-6	2	-6
11	CCCOC(=O)c1ccc(Oc2c(-c3ccc(OCC)cc3O)n[nH]c2C)cc1	33	-11	1	i	1	1	21	-2	6	-2
12	Cn1c(CNC(=O)c2ccco2)nnc1SCC(=O)N1CCN(c2ccccc2)CC1	19	30	0	i	-1	-1	-2	-1	2	0
13	COC(=O)CCc1c(C)c(C(=O)c2ccc(F)cc2)c2ccccn12	-14	10	-2	i	-1	3	0	-2	1	-2
14	CC(=O)c1cccc(NC(=O)c2ccc3c(c2)C(=O)N(Cc2cccnc2)C3=O)c1	8	8	-1	i	-3	4	2	2	-2	0
15	CCCc1cc(=O)n2[nH]c(NCc3c(F)cccc3Cl)nc2n1	7	11	3	i	1	-21	-3	4	-1	2
16	CCOCCCNCC(O)c1ccccc1 (stereo not given)	5	48	-3	i	-8	-10	·	5	3	·
17	Cc1nc2cc(C(=O)NCc3cccnc3)ccc2n1-c1ccc(F)cc1F	6	3	1	i	-3	-1	2	36	-5	0
18	CC(C)(C)c1ccc(-n2ncc3c2CCCC3NC(=O)CCn2cncn2)cc1 (stereo not given)	28	-22	-1	i	1	-7	-3	15	4	-3
19	Cn1c(C(=O)N2CCCC(C(=O)O)C2)cc2sccc21 (stereo not given)	14	-4	0	i	-3	1	7	-34	4	1
20	O=C(NC1CCCCC1)C(c1ccc(F)cc1)N(C(=O)c1csnn1)C1CC1 (stereo not given)	·	18	·	i	3	-2	2	11	-4	-3
21	O=C(COc1ccccc1)NCc1cccs1	0	1	1	i	-2	-1	-2	0	0	·
22	COc1cc(F)ccc1CN1CCC(C(=O)Nc2ccc(Oc3ccccc3)nc2)CC1	15	-5	1	i	-2	9	-5	1	-4	0
23	COc1ccc(C/C(C)=N/NC(=O)C2COc3ccccc3O2)cc1 (stereo not given)	11	-7	-24	i	3	0	3	-9	-3	-2
24	CC1(C)CC(=O)C(C(=O)/C=C/c2ccco2)C(=O)C1	1	8	-2	i	-4	2	7	-1	0	-5
25	CC[n+]1c(/C=C/N(C)c2ccccc2)oc2ccc(F)cc21	30	15	-1	i	9	-35	6	-1	-4	-1
26	C/C(=N\Nc1ccc(Cl)c(C(=O)O)c1)c1ccc(Br)s1	20	-3	4	i	22*	7	8	-2	8	-5
27	CN(C)CCNc1c2c(c(C#N)c3nc4ccccc4n13)CCCC2	17	14	-4	i	2	-2	-11	3	7	26
28	CCCCNC(=S)N(C)/N=C/c1c(F)cccc1F	8	-4	-3	i	-2	6	-1	5	2	4
29	COc1cc(C(C)=O)ccc1OCC(=O)N1CCc2ccccc2C1	52	15	-1	i	1	-1	1	-3	7	1
30	CC(=O)Nc1ccc(S(=O)(=O)N(C)c2ccc(O)cc2)cc1	-5	5	1	i	0	-4	1	-7	-5	-7
31	O=C(Cc1ccc(Br)cc1)Nc1ccc2[nH]ncc2c1	-5	10	0	i	-2	4	-4	6	-5	5
32	Cc1ccc(C(=O)Nc2scc(-c3ccccc3)c2C(=O)O)o1	45	-3	4	i	-2	9	-13	0	3	-7
33	Cn1c(CCNC(=O)C(C)(C)C)nc2ccccc21	1	-3	1	i	0	3	1	3	4	-4
34	COCCC(=O)N1CCC(Oc2ccc(C(=O)NC3CCOC(C)(C)C3)cc2)CC1 (stereo not given)	9	0	2	i	3	4	3	4	-1	0
35	Nn1c(SCc2ccc(F)cc2)nnc1-c1cccnc1	-71	62*	2	i	3	-10	4	11	32	-8
36	COc1ccc(OCC(=O)N2CCN(S(=O)(=O)c3ccccc3[N+](=O)[O-])CC2)cc1	3	11	-1	i	-4	-2	-1	-4	8	0
37	C=CCOC(=O)C1C(=O)CC(C)(O)C(C(=O)OCC=C)C1c1ccc(N(C)C)cc1 (stereo not given)	4	11	7	i	-2	3	1	0	-4	-2
38	COc1ccc2ccccc2c1CNC(=O)CC1C(=O)NCCN1CC(C)(C)C (stereo not given)	-1	-6	5	i	3	0	6	4	6	1
39	CCCCOc1ccc(C(=O)Nc2ccc(S(=O)(=O)Nc3onc(C)c3C)cc2)cc1	44	-16	2	i	-2	-7	12	3	-4	0
40	CN(C)c1cccc(C(=O)NNC(=O)NC2CCCCC2)c1	7	-11	2	i	3	-6	3	1	-9	-5
41	O=C(CSc1nc2c(c(=O)n1-c1ccc(F)cc1)SCC2)Nc1ccc2c(c1)OCO2	17	-4	-5	i	1	11	-5	11	1	-1
42	O=C(c1ccco1)N1CCN(Cc2cc(=O)c(OCc3ccccc3Cl)co2)CC1	72	0	2	i	·	14	-1	0	-3	0
43	O=C(O)CCCCCNC(=O)c1ccc(C(=O)NCCCCCC(=O)O)cc1	4	-1	1	i	1	10	-2	-5	-7	2
44	Cc1ccc(-c2[nH]n3c(=O)c4c(nc3c2C)CCCC4)cc1	19	13	3	i	0	-3	?	-4	4	-1
45	CCC(COC)NCc1cn(-c2ccc(OC)cc2)nc1-c1cccc(F)c1 (stereo not given)	8	35	0	i	5	-8	-29	-1	2	0
46	Cc1ccc(C(=O)N2CCN(c3ccc(NC(=O)c4cccnc4)cc3)CC2)cc1	23	12	-1	i	-3	-5	5	1	-12	1
47	COc1ccccc1N=Nc1c(C)[nH][nH]c1=O	3	-6	1	i	6	3	12	5	5	-1
48	CSc1nc(C)cc(-n2cc(F)c(=O)[nH]c2=O)n1	32	-18	-9	i	1	-28	10	5	-6	·
49	CCOC(=O)C1=C(C)OC(N)=C(C#N)C1c1c(C)nn(-c2ccccc2)c1Cl (stereo not given)	16	13	-2	i	7	7	-6	-4	12	1
50	CCCCC(=O)N/N=C(\C)CC(=O)Nc1ccccc1Br	16	7	4	i	-3	29	6	1	-2	-2

Later entries:
nr	SMILES	AI-2 QS modul	HSF1 activator	GSK3B inh	PolyA inh	HSP90 inh	Platelet DG rel	HDAC3 inhib	DYRK1A inh	HSF1 inhib	GSK3 alpha inh
51	Cc1nn(-c2ccccc2)cc1C(c1c(N)[nH]c(=S)[nH]c1=O)c1c(N)[nH]c(=S)[nH]c1=O	18	-6	3	i	-1	-2	-1	-4	-7	2
52	CCn1cc(C(=O)OCC(=O)N2C(C)CCCC2C)c(=O)c2ccc(C)nc21 (stereo not given)	20	17	0	i	2	-13	1	7	6	-2
53	COc1cc(OC)c(OC)cc1CN1CCCC(C(=O)N2CCCC2)C1 (stereo not given)	16	27	5	i	2	-2	-7	1	-3	-3
54	COc1ccc(S(=O)(=O)N2CCOCC2)cc1OC	28	-7	-1	i	2	-6	3	-1	0	0
55	Cc1ccc(NC(=S)N2CCCC(c3ccccc3)=N2)cc1	5	-13	-1	i	0	-8	3	8	5	-2
56	O=[N+]([O-])c1ccc(NCCNc2ccc(Cl)nn2)cc1	4	21	0	i	-2	0	14	0	4	1
57	O=S(=O)(NC1CCCC1)c1ccc(S(=O)(=O)N2CCCN(Cc3ccccc3)C2)cc1	15	-5	-1	i	0	1	-2	0	7	4
58	CN(C)c1ccc(N=Nc2ccc(S(=O)(=O)O)cc2)c2ccccc12	12	-16	3	i	4	3	13	-55	2	·
59	COc1cc(Cl)c(S(=O)(=O)NCCCn2ccnc2)cc1Cl	-3	4	-1	i	-7	1	-2	8	-2	-3
60	CCOC(=O)CC(c1ccc([N+](=O)[O-])cc1)n1c(C)ccc1C (stereo not given)	6	6	2	i	2	-1	-4	1	4	-5
61	COC(=O)c1ccc(-c2nc3ccccc3[nH]2)cc1	4	61*	-1	i	10	19	-333	5	38	1
62	CC(Sc1nc(-c2ccccc2)cc(C(F)(F)F)n1)C(=O)N1CCCCC1 (stereo not given)	-2	2	1	i	-2	-9	10	-4	1	-3
63	Cc1cc(C(=O)Nc2cccc(/C=C/C(=O)O)c2)c(C)o1	26	2	1	i	-2	9	-1	12	-4	-3
64	O=S(=O)(Cc1ccc(Cl)cc1)N1CCCC1	5	-3	3	i	-1	6	-9	4	-3	-2
65	O=C(CCS(=O)CCC(=O)NCc1ccccc1)NCc1ccccc1	5	31	0	i	3	-2	-3	-1	-3	5
66	Cn1c(C(=O)O)c(CC(=O)NCc2cccnc2)c2ccccc21	16	-8	1	i	3	0	-3	-2	-11	0
67	Nc1cc(=O)n(Cc2ccccc2)c(=O)n1-c1ccc(F)cc1	28	14	-1	i	1	0	·	-1	-9	0

A portion of the library; the hit share may differ from the screen's.
